Screening results from PubChem BioAssay.
MITF TRPM1 HTS = activators of MITF-driven TRPM1 promoter activity in SK-MEL-5 cells; SK-MEL-5 TRPM1-promoter luciferase, 24 h; % of positive control, neutral wells = 0; activation, % at 12.5 µM; hit rate 0.75% among 300,000; AID 588334;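 active = mean activation of at least 80% with every replicate also reaching 80%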;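 note: 0% = neutral control wells and 100% = parthenolide positive control wells; values of inactives mirror those of a sister screen read the other way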
CAL PDZ FP-1 = inhibitors of human CAL PDZ peptide binding; hit rate 0.02% among 330,000; AID 504414; purified CAL PDZ, TMR-peptide fluorescence polarization, 1 h; Q9HD26; inhibition, % at 20 µM;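 active = highest replicate inhibition of at least 40%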;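 note: plate controls were DMSO neutral control wells for no effect and unlabeled competitor peptide control wells for full effect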
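Material: tagged CAL PDZ protein CerCALP, purified; buffer or medium: sodium phosphate/NaCl buffer pH 7.4 with TCEP, IgG, Thesit; also added: fluorescent TMR peptide probe; schedule: 1 h incubation at room temperature before polarization reading; technique: fluorescence polarization from S- and P-plane intensities, G-factor corrected; control set: unlabelled peptide and DMSO controls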
NSD2 HMT inh = blocks human histone methyltransferase NSD2; O96028; NSD2 peptide methylation, AlphaScreen, 120 min; inhibition, % at 12.5 µM; hit rate 0.54% among 310,000; in the data active = inhibition above about 50%
CAL PDZ FP-2 = CAL PDZ (human) peptide binding inhibition | hit rate 0.92% among 300,000 | purified CAL PDZ, TMR-peptide fluorescence polarization, 1 h | AID 602252 | Q9HD26 | inhibition, % at 24.9 µM;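 active = mean inhibition of at least 30% with at least half of replicates also reaching 30%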;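 note: 0% = DMSO neutral control and 100% = excess unlabeled competitor peptide PRC23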
PvdQ acylase = P. aeruginosa PvdQ acylase inhibition; purified PvdQ acylase, fluorescence plate reader; inhibition, % at 10 µM; hit rate 0.063% among 340,000; AID 488965; in the data active = inhibition above about 30%, passing the limit was not always enough;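 note: 0% = vehicle neutral wells and 100% = reference inhibitor wells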
dFosB act = enhances mouse delta FosB homodimer DNA binding. P13346. purified delta FosB, TAMRA-CDK5 oligo fluorescence polarization; percent of positive-control signal above neutral wells. activation, % at 25 µM. hit rate 0.99% among 340,000;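 active = mean activation above about 17%, with every replicate also reaching it, limit read from the data, passing the limit was not always enough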;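 note: fluorescence polarization rise as delta FosB binds a TAMRA Cdk5 AP-1 oligo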
Target sequence (P13346 whole entry, looked up): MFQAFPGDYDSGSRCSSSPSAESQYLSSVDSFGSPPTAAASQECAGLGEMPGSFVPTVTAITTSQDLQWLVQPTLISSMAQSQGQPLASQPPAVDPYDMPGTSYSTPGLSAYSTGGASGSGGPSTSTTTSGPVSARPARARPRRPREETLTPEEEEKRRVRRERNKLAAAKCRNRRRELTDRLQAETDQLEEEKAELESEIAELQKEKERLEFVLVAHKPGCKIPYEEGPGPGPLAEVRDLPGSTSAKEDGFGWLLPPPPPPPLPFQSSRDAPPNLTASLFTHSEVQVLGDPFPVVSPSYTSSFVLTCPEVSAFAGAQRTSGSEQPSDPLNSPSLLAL
SR-BI DiI inh = inhibitors of mouse SR-BI mediated HDL lipid uptake; Q61009; ldlA[mSR-BI] CHO cells, DiI-HDL uptake fluorescence, 3 h; inhibition, % at 12.5 µM; hit rate 0.96% among 320,000; AID 488896;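 active = mean replicate inhibition of at least 70% and a set share of replicates each scoring 70 or more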;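 note: 0% = median of neutral control wells and 100% = median of positive control wells; values of inactives mirror those of a sister screen read the other way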
Target sequence (Q61009 whole entry, looked up): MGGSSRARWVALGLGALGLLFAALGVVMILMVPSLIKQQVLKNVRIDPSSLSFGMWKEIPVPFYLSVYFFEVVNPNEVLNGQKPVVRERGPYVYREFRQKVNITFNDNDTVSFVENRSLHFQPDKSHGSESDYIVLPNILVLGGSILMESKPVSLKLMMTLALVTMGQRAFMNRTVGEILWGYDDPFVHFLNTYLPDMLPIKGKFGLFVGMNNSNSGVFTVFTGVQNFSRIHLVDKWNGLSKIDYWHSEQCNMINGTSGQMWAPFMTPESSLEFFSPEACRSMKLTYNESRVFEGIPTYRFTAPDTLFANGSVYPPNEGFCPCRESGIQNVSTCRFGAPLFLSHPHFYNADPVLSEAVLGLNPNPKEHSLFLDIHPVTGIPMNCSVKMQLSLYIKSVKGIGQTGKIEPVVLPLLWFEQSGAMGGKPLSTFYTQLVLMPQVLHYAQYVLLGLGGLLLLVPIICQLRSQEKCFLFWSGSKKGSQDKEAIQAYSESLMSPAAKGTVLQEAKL
PfHsp90 set2 = inhibits growth of yeast expressing Plasmodium falciparum Hsp90; S. cerevisiae expressing PfHsp90, BacTiter-Glo ATP, 48 h; yeast lacking PDR1 and PDR3 efflux regulators; inhibition, % at 9.4 µM; AID 504621; hit rate 0.32% among 310,000;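 active = every replicate shows inhibition above about 80%, whatever the replicate mean, limit read from the data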;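 note: 0% = DMSO neutral controls and 100% = 20 µM radicicol positive controls; yeast relying on Plasmodium falciparum Hsp90 in place of its own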
Rtt109 Vps75 = C. albicans Rtt109 histone acetyltransferase inhibition. Q5AAJ8. hit rate 0.16% among 330,000. purified Rtt109/Vps75, ThioGlo CoA-SH fluorescence, 4 h. inhibition, % at 34.9 µM. AID 540336;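 active = inhibition of at least 50% in every replicate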
SR-BI DiI-HDL act = SR-BI HDL lipid transfer activation | AID 504775 | hit rate 0.096% among 320,000 | CHO ldlA[mSR-BI] cells, DiI-HDL uptake fluorescence, 3 h; 100 = double the neutral-control signal | activation, % at 12.5 µM;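 active = mean replicate activation of at least 60% and every replicate at or above 60%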;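 note: 0% = median plate neutral-control signal and 100% = twice that signal; values of inactives mirror those of a sister screen read the other way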
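Material: SR-BI-overexpressing, LDLR-lacking CHO cells; schedule: compound exposure 3 h, 37 °C; reagent: DiI-labelled HDL at 10 µg/mL final; technique: bottom-read fluorescence, 550/595 nm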
Numbers without * were called inactive; . = no result given.

MITF TRPM1 HTS	CAL PDZ FP-1	NSD2 HMT inh	CAL PDZ FP-2	PvdQ acylase	dFosB act	SR-BI DiI inh	PfHsp90 set2	Rtt109 Vps75	SR-BI DiI-HDL act	Molecule
12.9	-2.5	-3.7	-7.2	-7.8	-1.1	-11.1	.	-4.1	11.1	O=C(CC1SCCNC1=O)Nc1ccccc1Cl (configuration not stated)
.	-0.1	.	.	-10.0	1.9	-4.1	-14.8	-5.4	4.1	CSC1=NS(=O)(=O)c2c(C)nn(C)c2S1
9.7	-1.0	-7.4	-0.3	-0.9	-1.2	39.5	.	-3.2	-39.5	Cc1ccc(COC(=O)c2cc(S(=O)(=O)N3CCOCC3)ccc2C)cc1
3.8	-0.5	-1.8	-1.5	-13.1	-2.3	-17.2	19.4	-3.4	17.2	Nc1nnn(Cc2ccccc2)n1
.	-1.1	-0.9	-0.4	-5.3	0.0	13.4	6.3	5.7	-13.4	COc1ccc(CCNC(=O)C2CCN(C(=O)c3ccc(Cl)cc3)CC2)cc1OC
4.5	-0.3	-1.2	-2.1	7.0	-0.5	-24.4	11.0	-3.0	24.4	O=C(CSC1c2ccccc2C(=O)N1c1ccccc1)N1CCOCC1 (configuration not stated)
.	-2.3	2.2	-0.1	4.9	-2.6	20.2	.	-1.2	-20.2	O=C(CCS(=O)(=O)c1cccs1)Nc1ccc(C(=O)NCc2ccc(F)cc2)cc1
6.9	8.5	-3.4	-7.4	-11.5	-5.4	.	18.9	3.1	.	Cc1ccc(S(=O)(=O)NCc2ccccn2)c(C)c1
-0.9	-0.9	-0.7	0.0	0.9	-4.1	5.0	-14.3	1.6	-5.0	CCC(C)NC(=O)CSC1=Nc2ccccc2C2=NC(CC(=O)NCc3ccc(F)cc3)C(=O)N12 (configuration not stated)
11.5	-2.5	0.4	-3.8	-9.5	-6.5	14.3	19.5	-3.5	.	Cc1cc(SCc2c(F)cccc2Cl)nc(=O)[nH]1
-11.2	-1.6	-1.7	-3.9	-6.2	-2.2	-2.5	5.8	-11.3	2.5	COc1ccccc1CNS(=O)(=O)c1ccc(-n2cccn2)cc1
-3.5	-0.2	.	0.9	-6.7	1.1	5.9	23.9	0.3	-5.9	CCC(=O)c1cc2c(cc1NC(=O)C(C)C)OCCO2
-10.1	0.2	-3.0	3.5	8.7	-5.3	-17.4	-0.9	2.0	17.4	N#C/C(=C1/C(=O)Nc2ccc(Br)cc21)c1ccccn1
-6.6	-0.4	-4.9	-5.6	-14.2	-9.1	14.7	11.6	4.0	-14.7	CCOC(=O)c1ccc(N=C2SC(C(=O)NCCc3ccccc3)CC(=O)N2C)cc1 (configuration not stated)
-3.3	0.3	0.1	-5.4	-12.7	6.1	-24.8	4.5	1.2	24.8	NC(=O)c1ccccc1NC(=O)CSc1nc2c(c(=O)[nH]1)CCCC2
-0.4	-3.4	-6.0	-2.7	-6.4	-7.7	6.9	-7.7	-2.3	-6.9	CC(C)NC(=O)NC(=O)COC(=O)Cc1ccsc1
-1.0	-0.3	-6.4	0.4	-16.5	0.5	12.3	-39.7	3.0	-12.3	Cc1ccc(C)c(Oc2nnnn2-c2ccccc2)c1
9.1	-1.0	0.9	-6.8	8.6	0.0	5.2	11.6	-0.4	-5.2	CC(C(=O)NCc1ccco1)c1ccc([N+](=O)[O-])cc1 (configuration not stated)
.	-0.2	6.7	.	-3.8	0.5	-30.6	39.4	-4.8	30.6	O=C(CN1C(=O)c2ccccc2S1(=O)=O)c1ccccc1
7.1	-2.8	-0.8	-1.1	0.5	0.4	9.2	-8.2	-0.8	-9.2	Cc1nnsc1C(=O)Nc1ccc(Cl)cc1Cl
.	-1.5	-0.7	-2.9	3.5	4.3	-17.1	17.5	1.4	17.1	CCOC(=O)c1cnn(-c2ccccc2)c1NC(=O)c1ccc(C)cc1
-6.3	-0.7	-4.8	-6.1	-4.7	-14.5	16.7	11.6	-2.2	-16.7	CC1Cc2ccccc2N1C(=O)CSc1nn2c(=O)c(C(C)(C)C)nnc2s1 (configuration not stated)
-0.3	-1.5	1.8	-4.5	-14.5	-9.1	13.6	-3.5	7.7	-13.6	CC1C=CCC2C(=O)N(c3cccc(C(=O)N4CCCCCC4)c3)C(=O)C12 (configuration not stated)
15.3	-1.0	-1.7	-5.1	4.4	-3.2	-17.3	44.6	13.8	17.3	Cc1cccc(N2C(=O)c3ccc(C(=O)Nc4cccc(C(=O)O)c4)cc3C2=O)c1

Single records (already shown). Order of values: MITF TRPM1 HTS	CAL PDZ FP-1	NSD2 HMT inh	CAL PDZ FP-2	PvdQ acylase	dFosB act	SR-BI DiI inh	PfHsp90 set2	Rtt109 Vps75	SR-BI DiI-HDL act
Cc1ccc(C)c(Oc2nnnn2-c2ccccc2)c1 across the screens: -1.0	-0.3	-6.4	0.4	-16.5	0.5	12.3	-39.7	3.0	-12.3
Cc1nnsc1C(=O)Nc1ccc(Cl)cc1Cl across the screens: 7.1	-2.8	-0.8	-1.1	0.5	0.4	9.2	-8.2	-0.8	-9.2
CC(C(=O)NCc1ccco1)c1ccc([N+](=O)[O-])cc1 (configuration not stated) across the screens: 9.1	-1.0	0.9	-6.8	8.6	0.0	5.2	11.6	-0.4	-5.2
CC1C=CCC2C(=O)N(c3cccc(C(=O)N4CCCCCC4)c3)C(=O)C12 (configuration not stated) across the screens: -0.3	-1.5	1.8	-4.5	-14.5	-9.1	13.6	-3.5	7.7	-13.6

Two entries from above, set out differently:
Order of results: MITF TRPM1 HTS, CAL PDZ FP-1, NSD2 HMT inh, CAL PDZ FP-2, PvdQ acylase, dFosB act, SR-BI DiI inh, PfHsp90 set2, Rtt109 Vps75, SR-BI DiI-HDL act
> CC(C(=O)NCc1ccco1)c1ccc([N+](=O)[O-])cc1 (configuration not stated)
 : 9.1, -1.0, 0.9, -6.8, 8.6, 0.0, 5.2, 11.6, -0.4, -5.2
> Cc1nnsc1C(=O)Nc1ccc(Cl)cc1Cl
 : 7.1, -2.8, -0.8, -1.1, 0.5, 0.4, 9.2, -8.2, -0.8, -9.2

Following part.
MITF TRPM1 HTS	CAL PDZ FP-1	NSD2 HMT inh	CAL PDZ FP-2	PvdQ acylase	dFosB act	SR-BI DiI inh	PfHsp90 set2	Rtt109 Vps75	SR-BI DiI-HDL act	Molecule
-12.8	-0.5	-1.3	-5.1	16.9	-0.2	7.2	-6.2	7.7	-7.2	CS(=O)(=O)c1ccc(-c2cccc(NC(=O)COc3ccccc3)c2)nn1
38.8	-1.1	-0.4	-2.4	6.5	-13.1	-17.4	-14.8	9.3	17.4	COc1ccc(/C=C/C(=O)Nc2cc(=O)n(C)c(=O)n2C)cc1
6.1	-3.6	18.7	0.8	-1.2	-1.2	30.7	.	9.9	-30.7	COc1cc(NC(=O)C2C3C=CC(C3)C2C(=O)O)ccc1NC(=O)c1ccccc1 (configuration not stated)
0.4	-2.6	1.1	-1.6	-4.4	-5.1	-3.4	57.4	-2.6	.	O=C(NCc1ccccc1F)C1CCCN(c2cnccn2)C1 (configuration not stated)
11.5	0.5	.	.	-16.3	-23.5	1.4	10.8	-18.0	-1.4	COc1cccc(-c2nc(C(N)=O)c3[nH]c(=O)n(-c4cccc(Cl)c4)c3n2)c1OC
1.9	-0.9	0.0	-2.5	-24.2	7.0	2.1	-33.7	-4.1	-2.1	O=C(NCCc1ccccc1)C1CCCN1S(=O)(=O)c1cccc2nsnc12 (configuration not stated)
.	-0.2	-3.7	-1.7	-14.2	-11.2	-14.6	1.0	2.2	14.6	CC1CC(C)CN(C(=O)c2cccc3c2-c2ccccc2C3=O)C1 (configuration not stated)
0.3	-1.9	24.2	-4.3	-17.3	-3.4	78.9*	5.3	9.0	-78.9	Cc1ccccc1SCC(=O)NNC(=O)c1ccccc1O
-8.8	-0.3	14.9	-1.0	-8.4	2.0	-22.4	22.1	.	22.4	CNC(=S)NCc1ccc2[nH]c(C)cc2c1
-3.3	-0.6	.	-5.1	-16.6	-8.6	-20.4	8.0	1.2	20.4	Cc1cc(C)c2nc(-c3ccco3)cc(C(=O)O)c2c1
3.6	-2.8	0.0	0.4	-6.4	-5.4	-8.9	26.2	-0.5	8.9	CCC(C)(C)NC(=O)Cn1c(-c2ccccc2)cc(C(C)=O)c1C
48.5	0.8	2.3	-0.2	-12.4	-8.0	-3.6	-15.1	1.7	3.6	COc1ccc(Nc2nc(C)cc(C)n2)cc1Cl
3.6	-2.9	.	1.8	-5.5	-5.9	-8.0	0.2	0.3	8.0	CN(Cc1ccccc1)S(=O)(=O)c1nnc(NC(=O)c2ccccc2F)s1
11.8	0.9	-3.2	-2.2	-7.5	-0.3	-12.7	5.3	-3.1	12.7	CCOC(=O)c1cnc2scnn2c1=O
-8.0	-2.3	.	-1.0	6.7	-21.8	-22.8	-11.5	6.7	22.8	CCC/C(C#Cc1ccsc1)=C1/c2ccccc2C(=O)N1c1ccccc1
.	0.0	-3.7	0.3	-1.7	2.8	14.9	9.9	2.1	-14.9	COc1cc(OC)cc(C(=O)NC(c2ccccc2)c2ccccc2)c1
-2.4	-1.7	-5.7	-4.0	1.2	-3.3	5.7	3.3	26.6	.	Cc1nn(C(C)C(=O)NCCCN2CCCCCC2)c(=O)c2cc3sccc3n12 (configuration not stated)
.	-1.6	.	-2.7	-9.4	-5.5	6.9	5.1	.	-6.9	COC(=O)C(CC(C)C)Oc1ccc2c(C)cc(=O)oc2c1 (configuration not stated)
6.5	-0.4	-12.1	1.6	10.5	5.8	9.2	7.2	-3.9	-9.2	O=C(OCc1c(F)cccc1Cl)c1cccnc1Cl
-100.3	-3.5	50.9*	-9.0	-4.6	2.1	-10.1	-62.9	-27.0	10.1	CCN1CCN(CCCNC(=O)c2ccc3c(c2)NC(=O)/C(=C\c2cccc(C)c2)S3)CC1
21.5	-1.1	1.5	-3.0	-18.0	-5.5	26.3	-18.9	-2.6	-26.3	C=C(C)C1CC=C(C)/C(=N/NC(=S)Nc2ccccc2)C1 (configuration not stated)
-16.5	-1.0	-1.2	-3.6	-16.4	2.4	4.0	19.2	-1.6	-4.0	NNC(=O)c1ccc(Cn2cc(Br)c(N)n2)cc1
-5.5	-2.9	21.7	3.0	-8.3	-11.9	68.1	-1.9	2.9	-68.1	CCOc1ccc(NC(=O)CN(C)C(=O)c2ccc(N3CCCCC3)c([N+](=O)[O-])c2)cc1OCC
-9.9	-0.9	1.7	-3.3	9.2	-8.3	-6.7	-29.0	6.1	6.7	COc1ccc(S(=O)(=O)Nc2ccc3c(c2)n(C)c(=O)n3C)cc1F
6.0	-2.6	.	-1.3	-1.3	-6.1	15.1	7.4	6.4	-15.1	O=C(NCCc1c[nH]c2ccccc12)C(=O)c1c[nH]c2ccccc12
-7.0	-2.8	3.7	-6.4	-7.1	-10.8	6.3	-2.6	-1.6	-6.3	Cc1ccc(NC(=O)CS(=O)(=O)c2cn(CC(=O)N3CCOCC3)c3ccccc23)cc1
-0.6	0.4	.	.	4.9	0.0	-14.8	7.1	-7.6	14.8	COC(=O)c1cc(S(=O)(=O)NCc2ccc3c(c2)OCO3)c[nH]1
6.5	0.1	3.2	1.5	-18.0	0.0	-24.2	-13.6	-2.9	24.2	O=C1CCCc2c1nc(-c1cccc(Cl)c1)n2O
